Screens (PubChem BioAssay)
NCOA2 inhibitor: human SRC2 (NCOA2) inhibition. inhibition, % at 9 µM. Q15596. actives 0.17% (n = 370,000). HEK293 GAL4-SRC2 luciferase reporter, luminescence;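 active = inhibition above the mean inhibition of all tested compounds plus 3 SD, set per campaign, cut at about 52% in these data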;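 also: 0% = DMSO treated cells and 100% = cells given Gossypol at 36 µM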
TROY NFkB inh: inhibitors of TROY-dependent NF-kB signaling. inhibition, % at 10 µM. AID 1347056. actives 0.98% (n = 360,000). Q293 LMP1-TROYcd NF-kB luciferase reporter, 4 h;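 active = compounds whose plate-normalised and pattern-corrected inhibition of the luciferase reporter signal at the single screening dose is 50% or more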
CF NFkB inh: blocks PAF-induced NF-kB reporter in cystic fibrosis cells; KKLEB NF-kB-GFP reporter, GFP fluorescence overnight; inhibition, % at 5 µM; actives 0.86% (n = 360,000); AID 588850;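 active = at least 50% inhibition at 5 µM, scaled per plate between neutral and stimulator controls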;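 also: PAF is a Pseudomonas aeruginosa culture filtrate used as stimulus; plate controls were PAF-stimulated DMSO wells for no effect and unstimulated DMSO wells for full effect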
KKLEB cytotox: reduces viability of KKLEB cystic fibrosis airway cells. KKLEB CF airway cells viability, ATPlite luminescence, overnight; stronger effect = lower value; cells stimulated with P. aeruginosa culture filtrate. activity change (cytotoxicity), % at 5 µM. actives 0.36% (n = 360,000);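 active = corrected activity change at or below -50% at 5 µM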
EBV LMP1 NFkB: reduces LMP1-driven NF-kappaB luciferase signal. LMP1-induced NF-kappaB luciferase reporter cells, luminescence. actives 0.69% (n = 350,000). inhibition, % at 12.5 µM; in the data active = inhibition above about 41%;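 also: 0% = neutral control wells and 100% = reference inhibitor control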
TRAIL sens C8: caspase-8 TRAIL sensitization | NB7+C8 cells + TRAIL, ATPlite viability luminescence | inhibition (viability loss, TRAIL sensitization), % at 10 µM | actives 1% (n = 360,000) | AID 624354;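 active = compounds causing at least 50% loss of cell viability in the single-dose screen, relative to plate controls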
NR5A2 inv ag: NR5A2 inverse agonism in reporter assay; HEK293T StAR-luciferase reporter, LRH-1 transfected, 24 h; inhibition, % at 3.6 µM; actives 0.13% (n = 360,000); AID 602396;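 active = inhibition above the mean inhibition of all tested compounds plus 3 SD, cut at about 73% in these data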;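 also: 0% = DMSO wells and 100% = reporter-only cells lacking LRH-1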
COUP-TFII inh: inhibitors of human COUP-TFII (NR2F2) | inhibition, % at 8.6 µM | AID 686940 | P24468 | HEK293T NGFI-A luciferase reporter, luminescence | actives 0.7% (n = 370,000);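 active = inhibition above a per-plate cutoff, mean inhibition of test wells between control levels plus 3 SD, cut at about 38% in these data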;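 also: cells cotransfected with COUP-TFII expression vector driving the NGFI-A reporter; 0% = median of COUP-TF2 test wells and 100% = reporter-only cells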
SRC1 inh: inhibitors of human steroid receptor coactivator 1 (SRC1); inhibition, % at 3.6 µM; HEK293 GAL4-SRC1 luciferase reporter, luminescence; Q15788; AID 588354; actives 0.12% (n = 360,000);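 active = inhibition above the campaign mean plus 3 SD, with each screening campaign given its own cutoff, cut at about 60% in these data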;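 also: 0% = DMSO treated cells and 100% = gossypol at 36 µM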
TWEAK-Fn14 inh: inhibitors of TWEAK-Fn14 interaction signaling; inhibition, % at 10 µM; TWEAK-stimulated Fn14 reporter cells, luciferase luminescence, 8 h; AID 1159606; actives 2% (n = 360,000); in the data active = inhibition above about 50%
NCOA3 inh: human NCOA3 inhibition; Q9Y6Q9; HEK293 GAL4-SRC3 luciferase reporter, luminescence; inhibition, % at 3.6 µM; actives 0.17% (n = 360,000); AID 588352;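 active = inhibition above a per-campaign cutoff, the mean of all compounds plus 3 SD, cut at about 60% in these data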;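 also: 0% = DMSO-treated cells and 100% = gossypol-treated cells at 36 µM; higher means less SRC3-driven luciferase light from the GAL4 reporter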
* = called active by the depositor; / = not tested or not shown.

compound	NCOA2 inhibitor	TROY NFkB inh	CF NFkB inh	KKLEB cytotox	EBV LMP1 NFkB	TRAIL sens C8	NR5A2 inv ag	COUP-TFII inh	SRC1 inh	TWEAK-Fn14 inh	NCOA3 inh
O=C(COc1ccc([N+](=O)[O-])cc1)Nc1nnc(-c2cccnc2)s1	2.4	-3.7	-4.0	-5.5	-6.4	-8.1	-5.0	-16.8	-11.7	-1.7	6.1
CCn1c(-c2ccc(Cl)cc2)n[nH]c1=S	4.9	0.8	-6.2	-5.8	2.9	-1.3	17.1	-13.0	1.1	0.1	12.2
COc1ccc(C)cc1S(=O)(=O)Nc1ccncc1	-6.2	13.4	-13.8	9.7	4.5	3.1	-18.3	-20.8	-137.2	-9.5	-4.4
CCSC1=C(C#N)C(c2ccc(Cl)cc2)C2=C(CCCC2=O)N1 (centres undefined)	-12.4	-1.6	3.6	2.8	6.9	-1.0	-15.2	19.9	-22.9	-2.8	6.4
COc1cc(-c2n[nH]c(=S)n2-c2ccccc2C(F)(F)F)cc(OC)c1OC	-32.4	-42.8	-33.3	4.8	6.8	-0.5	-7.4	-20.4	-22.9	-33.4	13.6
CCn1c(=O)cc(SCC(=O)N2CCCCC2)c2ccccc21	-29.5	9.6	-15.1	1.5	26.5	-9.2	-2.9	-54.1	-12.8	-2.6	1.8
CC1Cc2ccccc2N1C(=O)CNc1cccc(S(=O)(=O)N2CCCC2)c1 (centres undefined)	-9.2	-1.3	8.4	5.2	-8.6	2.7	12.7	-6.5	0.5	11.1	0.8
CN(C1CCCCC1)S(=O)(=O)c1ccc2c(c1)c(=O)c(C(=O)NCCN1CCCC1)cn2C	-28.4	9.1	20.1	-14.8	3.5	-4.2	8.4	11.4	16.7	8.4	11.5

A section of the results above, for reference:
compound	NCOA2 inhibitor	TROY NFkB inh	CF NFkB inh	KKLEB cytotox	EBV LMP1 NFkB	TRAIL sens C8	NR5A2 inv ag	COUP-TFII inh	SRC1 inh	TWEAK-Fn14 inh	NCOA3 inh
CC1Cc2ccccc2N1C(=O)CNc1cccc(S(=O)(=O)N2CCCC2)c1 (centres undefined)	-9.2	-1.3	8.4	5.2	-8.6	2.7	12.7	-6.5	0.5	11.1	0.8
CN(C1CCCCC1)S(=O)(=O)c1ccc2c(c1)c(=O)c(C(=O)NCCN1CCCC1)cn2C	-28.4	9.1	20.1	-14.8	3.5	-4.2	8.4	11.4	16.7	8.4	11.5

(further entries)
compound	NCOA2 inhibitor	TROY NFkB inh	CF NFkB inh	KKLEB cytotox	EBV LMP1 NFkB	TRAIL sens C8	NR5A2 inv ag	COUP-TFII inh	SRC1 inh	TWEAK-Fn14 inh	NCOA3 inh
Cc1sc2ncnc(NCc3cccnc3)c2c1C	-1.7	-9.3	0.6	3.5	-4.3	0.7	0.7	2.8	-3.0	1.1	15.0
O=C(O)c1nn2cc(CCO)cnc2c1Cl	-17.4	6.2	-13.2	8.2	-4.8	-0.4	4.3	13.8	-0.5	1.3	-5.7
O=C(O)CCC(=O)N1N=C(c2c(-c3ccccc3)c3cc(Cl)ccc3[nH]c2=O)CC1c1ccccc1 (centres undefined)	-25.6	-18.0	23.2	-0.5	6.6	-18.5	5.4	-9.0	-1.3	-7.9	-13.1
COc1ccccc1C(=O)Oc1ccc(C(C)C)cc1	2.2	-58.2	5.7	9.4	-15.0	0.2	-14.7	1.6	-5.1	-21.3	8.7
O=C(O)c1nccnc1C(=O)NCCc1c[nH]c2ccccc12	-5.7	8.4	3.6	-0.8	-9.5	9.9	23.9	19.9	0.0	-2.9	9.7
COc1cccc(NC(=O)C2C3C=CC(C3)C2C(=O)O)c1 (centres undefined)	-16.3	0.9	16.6	0.9	-3.9	-27.9	-10.9	-13.2	1.9	-18.3	-2.1
O=c1c(Cl)c(NCc2ccc(F)cc2)cnn1C12CC3CC(CC(C3)C1)C2	-10.7	8.8	3.5	-20.3	6.2	5.6	5.2	-4.2	9.0	28.6	17.8
COCCCNC(=O)c1ccccc1Oc1ccccc1	-8.0	9.0	-7.1	2.8	2.1	-12.6	-3.6	-0.1	-7.0	-2.0	6.1
Cc1ccccc1Nc1nnc(-c2ccc(C(=O)NCCO)cc2)c2ccccc12	10.6	-8.2	0.7	-0.4	25.3	-11.3	-20.2	-1.4	-0.8	11.0	-14.7
COc1ccc(N/N=C(/C)c2cnnc(-c3ccccc3)n2)cc1	-11.9	-29.3	11.4	-17.8	-40.0	-2.5	4.0	-6.3	1.9	-0.2	9.9
COc1ccc(Cn2cc(CN3CCc4onc(-c5ccccc5OC)c4C3=O)nn2)cc1	-18.1	10.4	/	/	/	4.8	-14.9	-2.7	/	1.0	/
Cc1cccc(-n2c(Cc3ccccc3)n[nH]c2=S)c1	-31.9	8.4	-27.9	10.8	-2.2	-5.7	-4.0	3.4	-11.3	15.6	-11.9
Cc1cccc(NC(=S)NC(=O)CC2CC(C)(C)OC2=O)c1 (centres undefined)	16.3	-7.7	8.9	11.8	0.7	1.1	-1.4	4.1	-2.8	-3.0	-8.5
Cc1nc2ncnn2c(N2CCN(C(=O)Cc3cccs3)CC2)c1C	7.3	2.6	15.1	-0.1	0.0	14.5	15.5	12.0	-3.8	17.7	9.4
CCOC(=O)C1=CCN(S(=O)(=O)c2ccccc2C)C1c1cccc(F)c1 (centres undefined)	8.7	-21.1	-18.0	11.8	/	-11.2	-21.5	7.7	6.2	17.4	-7.8
Cc1nc2c(sc3nc(N4CCOCC4)c4c(c32)CC(C)(C)OC4)c(-c2ccc(Cl)cc2)c1C(=O)O	-6.6	24.2	20.1	-14.7	-1.1	-14.3	8.3	-13.5	6.7	-16.3	9.9
Cn1ccc2cc(OCc3ccccc3)ccc21	-106.7	-48.2	11.9	-20.3	-27.8	1.0	-96.0	-48.1	-107.3	-17.2	-92.2
O=C(N/C(=C\c1cccnc1)c1nc2ccccc2[nH]1)c1cccc(Br)c1	-34.5	11.5	-24.8	-1.4	-6.7	-5.9	-2.5	-9.9	-14.8	-9.0	-4.6
CC(Sc1ccc(S(=O)(=O)N2CCCCC2)cn1)C(N)=O (centres undefined)	13.5	-4.7	-12.4	9.5	-5.7	-2.8	-8.0	2.9	0.5	8.7	-2.9
COc1ccc(C2=[N+]([O-])C(C)(C)C(c3ccccc3)=N2)cc1	-20.6	-20.7	-12.1	12.1	4.0	3.5	-6.5	-19.2	-14.0	-10.4	-7.2
O=C(c1ccc2nccnc2c1)N1CCCC(N2CCN(c3ccc(F)cc3)CC2)C1 (centres undefined)	-8.5	-18.8	-5.5	6.0	2.9	-8.7	3.3	0.7	10.6	1.3	13.2
COc1ccc(-n2c(SCC(=O)NCC3CCCO3)nc3c([nH]c4ccccc43)c2=O)cc1 (centres undefined)	-26.4	8.3	5.8	-4.4	-7.8	1.8	7.2	23.0	2.7	-17.8	-15.8
O=C(CCC(=O)c1cccs1)NCc1ccccc1Cl	-8.7	-22.0	-15.4	-2.0	0.7	4.2	-12.0	7.7	-9.2	-23.6	-14.8
O=c1c(Oc2ccccc2F)coc2cc(OCc3cnn(-c4ccccc4)c3)ccc12	6.1	7.6	15.5	-17.6	4.0	-3.8	-2.5	7.7	6.3	-5.1	-2.6
COc1ccc(-c2csc(N(CCCN(C)C)C(=O)c3ccccc3C)n2)cc1	20.3	-8.2	4.1	0.4	-6.3	8.9	-0.6	18.0	2.8	-13.3	4.2
CC1(C)OC(=O)C(=CNC(Cc2c[nH]c3ccccc23)C(=O)O)C(=O)O1 (centres undefined)	-6.2	-23.2	-14.7	15.2	1.2	-7.1	12.4	-5.0	-2.5	-12.3	-3.7
COC(=O)Nc1ccc(S(=O)(=O)N2CCCC(C(=O)Nc3cccc4c3OCCO4)C2)cc1 (centres undefined)	0.3	16.7	-6.5	7.7	6.5	-9.0	3.4	18.1	0.3	10.8	-2.1
Cc1ccc(C(=O)NCC(c2ccc(F)cc2)N2CCOCC2)cc1 (centres undefined)	19.0	1.1	3.4	-3.9	-5.6	-8.6	-24.4	-0.4	-27.1	-19.5	-11.7
CCOC(=O)c1cnc2[nH]c3ccccc3n2c1=O	-25.5	-37.4	2.9	-6.4	-1.9	7.3	-62.2	-41.6	-50.5	-15.8	-34.5
Cc1sc2nc(CSC(C)C(=O)Nc3ccccn3)[nH]c(=O)c2c1C (centres undefined)	-32.1	-23.1	-1.1	7.4	2.3	1.0	-58.9	-16.4	-57.2	-4.3	-19.7
NC(=O)Nc1ccc(Oc2c(F)c(F)c(F)c(F)c2F)cc1	-7.7	-3.4	8.9	-0.9	-5.0	4.8	-12.0	0.5	1.8	-3.9	25.4
CCOc1ccc(CCN2C(=S)N([C@@H](CC(C)C)CN3CCC[C@@H]3CN3C(=S)NC[C@@H]3Cc3ccc(O)cc3)C[C@@H]2CC(C)C)cc1	-14.1	-20.9	13.3	0.5	/	-9.5	-17.9	1.9	-18.7	2.9	-25.4
O=C1CCC([N+](=O)[O-])C(c2ccc(Cl)c([N+](=O)[O-])c2)N1 (centres undefined)	-48.1	-10.0	12.7	-27.5	-18.3	-4.3	19.9	11.0	-9.4	8.4	11.6
COC(=O)[C@]1(Cc2ccccc2)N[C@H](c2ccc(-c3cc(C(C)=O)cs3)cc2)[C@@H]2C(=O)N(C)C(=O)[C@@H]21	-8.1	-6.9	2.2	-11.5	-25.2	2.2	1.5	3.6	1.4	-3.3	-1.3
CN1CC(O)(C(O)C(O)C(O)CO)SC1=S (centres undefined)	-17.4	-15.7	-12.5	1.7	-6.9	-6.5	-17.6	10.8	3.7	10.6	-2.9
CCCn1c(=N)n(CC(=O)c2ccc(OCC(=O)OC)cc2)c2ccccc21	-18.2	-17.5	-4.1	-14.9	-2.8	3.2	-12.9	21.8	-13.2	-18.4	14.0
O=C(Nc1ccccn1)C(=O)Nc1ccccn1	-40.0	28.6	-4.3	10.3	-15.4	-8.1	-140.3	-64.8	-101.2	51.0*	-76.5
COc1ccc(CNC(=O)C2CCCN2C(=O)Nc2cccc(Cl)c2)cc1 (centres undefined)	-44.7	3.7	23.5	-12.2	0.0	9.4	-9.2	-0.2	-38.6	-0.4	0.0
COC(=O)c1cc2sc(Cl)cc2n1CC(=O)NCCC(C)C	3.2	-22.2	-0.6	8.8	4.9	9.2	2.7	-17.6	-1.0	-27.7	0.7
CCc1nc2c(OCc3ccc(OC)cc3)cccn2c1N(C)C(=O)C(C)C	2.3	-3.5	28.4	-9.3	/	-5.9	-4.9	0.9	8.6	10.8	-17.1
Cc1ccc(S(=O)(=O)N(CC2CO2)c2ccccc2[N+](=O)[O-])cc1 (centres undefined)	-27.0	3.6	-7.0	2.5	-2.6	-7.0	-13.0	8.2	14.3	0.7	11.9
COc1ccc(-n2c(Cc3cccn3C)nnc2SCC(=O)Nc2ccc(C)cc2)cc1	-12.3	11.3	22.1	-3.2	-3.6	-5.9	-32.9	14.1	-5.7	23.1	2.5
O=C(Nc1ccc2c(c1)OCO2)c1ccc2nc([C@@H]3O[C@H](CO)[C@H](O)[C@H](O)[C@H]3O)[nH]c2c1	4.0	10.3	-22.2	-1.9	/	-0.6	-9.0	10.2	14.4	-2.7	-7.0
O=c1cc(N2CCCCC2)c(-c2ccccc2)nn1Cc1ccccc1	-9.7	4.7	24.1	-25.3	-55.9	7.7	-1.2	22.9	17.6	9.3	7.3

Hits appear at their usual frequency; any-hit rate near 4.2%.
